Bioassay records deposited in PubChem BioAssay by several laboratories.
SMARCA2 act = SMARCA2 function activation, primary screen | AID 652017 | activation, % at 9.1 µM | 370,000 compounds, 1% hits | MG213 cells, MMTV-luciferase reporter, dexamethasone, overnight; in the data active means activation above about 7.8%;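 further: 0% = vehicle wells and 100% = reference activator wells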
DAX1 inh-1 = inhibitors of DAX1 repression of SF-1 activated StAR promoter | 370,000 compounds, 1.1% hits | AID 652010 | HEK293T StAR-luciferase reporter, SF-1/DAX-1 repression relief | inhibition, % at 6.8 µM;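 active means inhibition above the mean over all tested compounds plus 3 SD, cut at about 3.6% in these data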;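 further: 0% = DAX-1 cells with DMSO and 100% = cells lacking DAX-1 with DMSO; higher inhibition means more luminescence from relief of DAX-1 repression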
hcDAF-12 act = activators of H. contortus DAF-12 nuclear receptor. HEK293 hcDAF-12 lit1-tk-luc reporter, luminescence; 0% DMSO, 100% Δ7-dafachronic acid. activation, % at 6.8 µM. 370,000 compounds, 1.4% hits;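 active means activation above the mean of all tested compounds plus 3 SD, cut at about 5.5% in these data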;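 further: 100% = response to 3 µM Δ7-dafachronic acid high control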
PG9 binder = binds the HIV-1 gp120 antibody PG9; TR-FRET gp120-PG9 antibody binding; inhibition, % at 6.7 µM; 360,000 compounds, 0.43% hits; in the data active means inhibition above about 8.5%
GC-A act = GC-A (human) enzyme activation | activation, % at 10 µM | AID 1671463 | P16066 | HEK293 GC-A cells, cGMP TR-FRET, EC30 ANP; 0% at EC30 ANP, 100% saturating ANP | 370,000 compounds, 0.14% hits; in the data active means activation above about 40%
hgDAF-12 ag = activates the H. glycines DAF-12 receptor ligand-binding domain | HEK293 GAL4-hgDAF12 UAS-luciferase reporter, agonist luminescence; normalized to butyrate control | activation, % at 6.8 µM | 370,000 compounds, 1.8% hits;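 active means activation above a cutoff set at the mean of all screened compounds plus 3 SD, cut at about 10% in these data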;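 further: 0% = DMSO wells and 100% = sodium butyrate wells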
ADAM10 inh = ADAM10 inhibition, QFRET primary screen | AID 720582 | 370,000 compounds, 0.62% hits | inhibition, % at 7 µM | recombinant ADAM10, EDANS/DABCYL FRET peptide cleavage, 3 h;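 active means inhibition above a per-campaign cutoff equal to the mean of compounds falling between control-based bounds plus 3 SD, cut at about 20% in these data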;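 further: 0% = DMSO wells while the 100% control is not disclosed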
Target sequence (O14672 214-748 limits assumed): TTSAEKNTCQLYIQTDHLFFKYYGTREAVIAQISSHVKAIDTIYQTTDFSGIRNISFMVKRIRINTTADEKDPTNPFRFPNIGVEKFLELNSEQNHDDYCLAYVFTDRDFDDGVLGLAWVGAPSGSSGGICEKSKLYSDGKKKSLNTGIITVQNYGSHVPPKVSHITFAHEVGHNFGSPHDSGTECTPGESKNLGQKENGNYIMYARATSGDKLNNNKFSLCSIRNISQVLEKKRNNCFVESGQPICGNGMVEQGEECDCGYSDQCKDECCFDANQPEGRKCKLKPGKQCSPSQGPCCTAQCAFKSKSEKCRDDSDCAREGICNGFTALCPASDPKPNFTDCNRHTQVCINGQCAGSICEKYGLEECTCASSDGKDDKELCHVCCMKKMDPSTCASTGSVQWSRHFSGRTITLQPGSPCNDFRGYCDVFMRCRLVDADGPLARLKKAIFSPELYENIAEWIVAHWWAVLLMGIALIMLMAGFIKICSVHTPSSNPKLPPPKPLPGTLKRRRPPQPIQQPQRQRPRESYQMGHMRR
DAX1 inh-2 = inhibits human nuclear receptor DAX1; HEK293 Gal4-DAX1 luciferase reporter, luminescence; 340,000 compounds, 0.99% hits; inhibition, % at 6.75 µM; P51843; AID 504766;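 active means inhibition above the mean over all tested compounds plus 3 SD, cut at about 4.2% in these data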;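 further: 0% = DAX1-transfected cells with DMSO and 100% = empty-vector control cells with DMSO; inhibition shows as a rise in luminescence from relieved DAX1 repression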
Target sequence (P51843 207-470 limits assumed): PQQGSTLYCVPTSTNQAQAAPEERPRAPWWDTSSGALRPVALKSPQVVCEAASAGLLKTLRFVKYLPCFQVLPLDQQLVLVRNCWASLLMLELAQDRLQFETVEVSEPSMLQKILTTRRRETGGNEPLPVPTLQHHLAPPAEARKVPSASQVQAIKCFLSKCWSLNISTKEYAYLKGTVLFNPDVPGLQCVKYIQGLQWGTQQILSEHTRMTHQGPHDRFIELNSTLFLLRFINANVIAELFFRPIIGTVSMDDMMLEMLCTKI
ADAM17 inh = inhibits human ADAM17. 370,000 compounds, 0.83% hits. P78536. inhibition, % at 6.95 µM. AID 720648. recombinant ADAM17, EDANS/DABCYL FRET peptide cleavage;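 active means inhibition above the mean of compounds lying between control limits plus 3 SD, set per campaign, cut at about 8.5% in these data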;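 further: 0% = DMSO-only wells as the low control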
FXN GAA850 act = activators of GAA850 frataxin (FXN) promoter; HEK293 lucGAA850 FXN promoter luciferase reporter, 24 h; percent of 10 µM SAHA response; activation, % at 6 µM; 360,000 compounds, 0.56% hits; AID 540364;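 active means activation above the average of all compounds screened plus 3 SD, cutoff fixed separately per campaign, cut at about 7.5% in these data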;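 further: 0% = DMSO wells and 100% = 10 µM SAHA wells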
ssDAF-12 act = activates DAF-12 receptor from parasite S. stercoralis. HEK293 ssDAF-12/GRIP1 lit1-tk-luc reporter, luminescence; % of 3 µM dafachronic acid response. activation, % at 6.8 µM. 370,000 compounds, 1% hits. AID 652126;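 active means activation above the mean over all tested compounds plus 3 SD, cut at about 0.9% in these data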;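 further: 0% = DMSO-only wells and 100% = 3 µM delta7-dafachronic acid wells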
An asterisk follows results filed as active; / = no result given.

#	mol	SMARCA2 act	DAX1 inh-1	hcDAF-12 act	PG9 binder	GC-A act	hgDAF-12 ag	ADAM10 inh	DAX1 inh-2	ADAM17 inh	FXN GAA850 act	ssDAF-12 act
1	O=C(NCCCN1CCOCC1)C(=O)N/N=C/c1cccc2ccccc12	-2	0.1	-1.6	-3.4	-5	2.9	-20	0.2	-6	-1.2	-1.7
2	O=C(CSc1ncccn1)N/N=C/c1cccs1	4	-0.2	-0.5	-0.7	4	2.3	6	-0.8	0	3.0	-0.7
3	COc1ccc(NC(=O)c2ccc3c(c2)CCN3S(=O)(=O)c2ccccc2)cc1	-1	-2.2	-4.2	2.1	-31	3.0	16	-1.6	6	-0.3	-1.5
4	Cc1ccc(NC(=S)Nc2cccnc2)c(S(=O)(=O)N2CCCCC2)c1	-7	-2.2	-2.4	-0.7	-5	-0.9	2	-1.5	-1	0.5	-2.6
5	CCOc1ccc(NC(=O)CN(C)C(=O)c2cc([N+](=O)[O-])ccc2N2CCOCC2)cc1OCC	-2	-0.9	-2.0	-0.5	2	-0.2	-1	1.4	-4	-1.3	-1.1
6	CCOc1ccc(C2c3c(oc4cc(C)c(C)cc4c3=O)C(=O)N2CCCN(C)C)cc1OC (configuration not stated)	-2	0.0	1.6	-0.1	6	-1.3	-98	0.3	-33	-0.7	-1.2
7	O=C(Nc1cc(C(F)(F)F)ccc1N1CCOCC1)c1ccccc1	1	-1.0	-2.2	1.2	5	1.1	5	0.5	-3	0.6	-1.3
8	CN1C(=O)C(O)(CC(=O)/C=C/c2ccco2)c2cc(Br)ccc21 (configuration not stated)	-1	0.6	2.9	-0.7	-1	3.7	-7	-1.1	0	0.6	-0.5
9	CCc1nc2c(OCc3ccc(OC(F)F)cc3)cccn2c1N(C)C(=O)c1ccco1	-2	-0.1	-2.5	0.7	3	-2.3	-9	/	2	-4.4	-1.7
10	COc1cccc(NC(=O)[C@H](Cc2ccccc2)NC(=O)[C@@H]2Cc3ccccc3CN2)c1	2	-0.9	0.6	-1.6	-4	1.3	-4	0.5	-2	-0.1	-1.0
11	CN(C)CCCNc1ccc(-c2nn(C)c(=O)c3ccccc23)cc1[N+](=O)[O-]	1	0.2	0.0	-1.8	2	2.4	2	1.3	2	-0.7	-0.4
12	CCOc1ccccc1/C=N/NC(=O)c1ccc(Cn2cc([N+](=O)[O-])cn2)o1	2	0.4	0.1	-4.1	-4	2.1	7	-0.6	0	-0.3	-0.9
13	O=C1N[C@@H](Cc2cn(S(=O)(=O)c3ccccc3)c3ccccc23)C(=O)N[C@H]1Cc1ccccc1	1	0.0	-0.4	-1.5	-2	0.6	0	-0.3	0	1.8	-1.0
14	CC(/C=C/C1(O)C(C)CC(=O)CC1(C)C)OC1OC(CO)C(O)C(O)C1O (configuration not stated)	-2	0.5	1.4	-2.8	1	-0.5	-18	3.9	-6	-0.6	-0.6
15	O=C(Nc1cccnc1)c1ccc(Cl)c(S(=O)(=O)N2CCOCC2)c1	-2	-0.5	-1.7	0.5	1	0.7	-2	0.3	-2	-2.4	-0.4
16	COc1cccc(CC2(CO)CCCN(Cc3cnn(-c4ccccc4)c3)C2)c1 (configuration not stated)	5	0.2	-0.4	-0.6	-7	-3.8	-6	3.2	1	-1.7	-1.1
17	O=C(c1ccc(S(=O)(=O)c2ccccc2)cc1)N1CCCCCC1	-5	0.3	-1.1	-1.0	-3	-3.2	-3	-0.5	-1	1.0	-1.1
18	c1ccc(NNC2=NCCCCC2)cc1	0	-0.3	1.5	0.6	-2	-1.4	3	-0.2	-5	2.1	-1.3
19	Cc1ccc(S(=O)(=O)c2nc(-c3ccccc3)oc2NCCN2CCOCC2)cc1	-1	0.0	-0.7	-1.7	3	0.8	0	0.5	-2	0.4	-1.3
20	CCNS(=O)(=O)c1cc(OC)ccc1OC	4	0.5	0.3	-1.3	3	-0.1	-1	1.2	1	-1.1	-1.3
21	CNC(=S)NNC(=O)c1cccc(N(C)C)c1	-3	0.3	-0.4	-0.6	-2	0.5	-36	2.8	-10	0.3	-1.8
22	COCCN(C(=O)CN1CCCc2ccccc21)c1c(N)n(Cc2ccccc2)c(=O)[nH]c1=O	1	0.2	3.7	-0.1	0	0.1	-3	-0.3	-5	2.7	0.2
23	CC1(C(=O)Nc2cccc3c2CCCC3)CCN1C(=O)C1(c2ccccc2)CC1 (configuration not stated)	-3	-0.7	-1.9	-0.3	-6	-1.0	11	/	3	0.6	-1.1
24	CCN(C(=O)COC(=O)C(C)(C)Oc1ccc(Cl)cc1)c1c(N)n(Cc2ccccc2)c(=O)[nH]c1=O	1	0.7	-1.1	-0.2	-2	1.9	-6	0.0	-8	1.0	-1.4
25	COC(=O)[C@]12C[C@H](CC(=O)NCCC(C)C)C(=O)N(Cc3ccc4c(c3)OCO4)C1=C[C@H](COCc1ccccc1)O[C@@H]2C	-4	-0.8	2.3	-0.4	0	1.6	8	/	5	/	-0.8
26	Cc1ccc(NC(=O)c2ccc3c(c2)CCN3S(C)(=O)=O)cc1C	3	1.0	0.3	-2.6	-3	3.9	5	2.1	-2	2.6	-0.2
27	COc1cc2ccccc2cc1C(=O)N1CCCCC1	1	-0.8	0.2	0.1	1	1.2	-16	-1.0	-8	0.9	-0.1
28	COCCNCCCCOc1ccccc1-c1ccccc1	-4	0.6	-0.9	1.0	-4	-1.8	4	-2.0	4	-2.2	-1.5
29	CC1=CC(C)(C)N(C(=O)CSc2nnc(N)s2)c2cc(C)c(C)cc21	0	-0.2	-1.9	2.1	-4	-2.1	3	-1.0	-5	-2.9	-1.8
30	CN(Cc1cccc(F)c1)C(=O)C(c1ccccc1)c1ccccc1	-3	0.3	-1.9	-0.1	-14	-1.1	-2	0.9	0	-1.2	-0.8
31	COc1ccccc1N=CC1=C(O)CC(c2ccccc2)CC1=O (configuration not stated)	-1	-0.5	-1.4	-0.8	-1	1.4	-11	-0.1	0	-2.4	-1.5
32	O=C(O)/C=C/c1cccc(NC(=O)Nc2ccc([N+](=O)[O-])cc2)c1	-2	0.3	0.0	-1.7	0	-0.5	-2	-0.4	-2	-0.8	-0.7
33	COc1cc(C=Nc2c(C)cc(C)cc2C)ccc1OC(C)=O	1	0.3	-0.1	-0.7	2	0.9	0	0.1	-2	-0.6	-0.9
34	O=S(=O)(c1ccc2nc(Cc3ccccc3)[nH]c2c1)N1CCOCC1	-3	0.7	-1.5	0.7	-2	-0.1	18	-0.5	8.8*	0.2	-1.2
35	Cc1cc(C)n(-c2ncc(-c3ccccc3)nn2)n1	3	0.6	1.7	-2.6	-2	6.2	-16	0.3	-1	0.8	-1.3
36	CC(=O)c1sc(Nc2ccccn2)nc1C	3	0.1	-0.3	30*	6	1.5	-22	0.8	-8	1.5	-1.0
37	O=C1CC(c2ccc(O)c(O)c2)Oc2cc(O)cc(O)c21 (configuration not stated)	1	0.5	1.0	0.0	4	3.1	-20	0.6	-9	3.1	-0.9
38	COc1ccc(CNC(=O)CSCc2ccccc2Cl)cc1	0	0.5	2.8	0.3	-1	2.6	-1	0.0	-3	5.7	-0.8
39	NS(=O)(=O)c1cccc(NC(=O)Nc2ccc(Cl)cc2)c1	0	0.1	1.4	-0.4	0	2.0	14	1.8	0	0.1	-0.5
40	Cc1ccc(OCCNC(=O)c2cccc(C)c2)cc1	1	-0.1	-1.4	0.7	-1	-0.4	7	-0.8	2	2.6	-1.1
41	CCCCN(C1CCS(=O)(=O)C1)S(=O)(=O)c1cccs1 (configuration not stated)	1	0.6	-0.8	0.1	4	-3.2	-6	0.4	-2	-0.1	-0.9
42	CC(=O)Nc1cccc(CP(=O)(c2ccccc2)c2ccccc2)c1	-4	0.3	-0.3	-1.4	0	-0.3	7	-0.8	0	2.3	-1.2
43	Cc1cc(Cl)ccc1NNC(=O)c1snnc1C	-3	-0.2	2.1	-0.7	-3	1.8	-10	-0.2	-2	1.3	2.0*
44	Cc1occc(=O)c1OCc1ccc(Cl)cc1Cl	2	0.9	-2.2	-0.5	0	-2.6	-10	0.2	-5	0.7	-1.6
45	O=C(CC(=O)c1cccnc1)c1ccccc1	2	0.9	0.3	1.6	-3	5.3	-5	-1.7	-5	0.8	-0.2
46	COc1ccc(-c2cc(-c3ccccc3)nc(SC(C)C(=O)O)c2C#N)cc1 (configuration not stated)	2	-0.4	-1.5	-0.7	0	-3.1	-36	-0.4	-18	2.5	-0.7
47	CCCCc1nnc(NC(=O)CSc2nc(O)c(Cc3ccccc3)c(=O)[nH]2)s1	2	0.0	-0.8	-0.3	-4	-0.7	-8	-0.2	-4	0.7	-0.9
48	Cc1cc(Cn2nc(C(=O)NCc3cccc(Br)c3)cc2-c2ccccc2)on1	-1	-0.2	-1.9	-0.5	3	-2.1	1	1.9	0	0.8	-1.3
49	CCN(C(=O)COC(=O)c1ccc(COc2ccc3c(C)cc(=O)oc3c2)cc1)C1CCS(=O)(=O)C1 (configuration not stated)	2	-0.1	-0.3	-1.6	-1	1.6	-243	0.3	-79	1.6	-1.5
50	COc1ccc(N(CC(=O)NC2CCCC2)C(=O)CCC(=O)Nc2nc(C)cs2)cc1OC	-2	0.0	-1.1	-0.6	-2	0.1	9	-0.8	-1	-0.3	-1.4
51	COCCN(C(=O)COC(=O)/C=C/c1nc2ccccc2s1)c1c(N)n(Cc2ccccc2)c(=O)[nH]c1=O	2	-1.5	1.6	0.2	1	-1.3	-70	-1.3	-15	-3.1	-0.8
52	Cc1cc(S(=O)(=O)NC(C)C)ccc1OCC(=O)N1CCOCC1	-2	-0.1	0.9	2.2	-2	0.9	-9	-0.8	-6	0.7	-1.7
53	COc1ccc(C(=O)CC(=O)C(=O)Nc2cc(C)ccc2C)cc1	0	-0.1	2.0	1.0	-13	3.2	4	0.2	-1	0.6	0.4
54	CC(C)OC(=O)CSc1nnc(SCc2cccc3ccccc23)s1	-1	0.3	-1.2	-2.0	-1	0.1	3	-1.2	2	1.9	-1.6
55	C[C@@H]1[C@H](O)C[C@@]23COC(=O)C2=CCC[C@@H]3[C@@]1(C)CC/C(=C/CO)CO	1	-0.6	-0.6	-2.0	1	-1.4	-4	1.3	0	0.2	-1.4
56	CC(=O)Nc1cccc(C(=O)Nc2cccc3ncccc23)c1	-2	0.7	-0.7	-2.8	-4	1.5	-1	-0.1	0	1.2	-0.6
57	CC(C)NC(=O)C1CCCN(S(=O)(=O)c2cccc3nonc23)C1 (configuration not stated)	1	-0.2	-1.2	0.2	0	2.9	1	2.0	-2	1.7	-0.6
58	COc1cc2c(cc1OC)-c1cc(NCc3ccccn3)nc(=O)n1CC2	1	-0.4	-2.2	-1.5	5	1.1	-242	0.8	-64	5.3	-0.6
